Assay outcomes deposited in PubChem BioAssay by National Center for Advancing Translational Sciences (NCATS).
FUS suppressor – rescues growth of FUS-expressing yeast. Potency, µM (top dose mostly 76.6 µM), for the others: at the highest dose growth rescue (activation), most hits filed as activators. S. cerevisiae FUS-expressing, growth rescue, OD600, 24 h. 0.24% of 390,000 active;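 note: potency is the fitted concentration of half-maximal effect; plate controls were DMSO vehicle for no effect and reference control for full effect; nearly all actives have a fitted effect of over 55% in size; some results filed as inactive show a strong effect at the top dose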
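Restored growth of FUS-toxic S. cerevisiae, read as 600 nm absorbance after 24 h at 30C in galactose medium (starting OD 0.005). Controls CP55940 and DMSO.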
IL-2 act – IL-2 activation; 0.065% of 360,000 active; activation, % (series mostly up to about 46 µM); IL-2 activation reporter assay, cell-based qHTS; stimulated with anti-CD3/CD4/CD28 beads; in transgenic mouse T cells; in the data active = activation above about 50%; inconclusive = mostly about 30% to 49%; note: 0% is about no effect
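Readout: EGFP and DsRed signals by fluorescent plate cytometry. Unstimulated transgenic mouse T cells received compound 60 min before antibody-bead stimulation, then incubated 18 h at 37 degrees C.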
PI5P4K alpha inh – PI5P4K alpha (human) kinase inhibition | P48426 | PI5P4Kalpha enzyme, ADP-Glo luminescence, 60 min; active compounds read low | max response, % | 1.2% of 330,000 active | AID 652105; active = max response of -50% or lower; inconclusive = between -30% and -50%; inactive = -30% or higher; note: value at the top dose of about 77 µM; % is set by controls: 0 for no effect and ±100 for the full control effect
Target sequence (P48426 whole entry, looked up): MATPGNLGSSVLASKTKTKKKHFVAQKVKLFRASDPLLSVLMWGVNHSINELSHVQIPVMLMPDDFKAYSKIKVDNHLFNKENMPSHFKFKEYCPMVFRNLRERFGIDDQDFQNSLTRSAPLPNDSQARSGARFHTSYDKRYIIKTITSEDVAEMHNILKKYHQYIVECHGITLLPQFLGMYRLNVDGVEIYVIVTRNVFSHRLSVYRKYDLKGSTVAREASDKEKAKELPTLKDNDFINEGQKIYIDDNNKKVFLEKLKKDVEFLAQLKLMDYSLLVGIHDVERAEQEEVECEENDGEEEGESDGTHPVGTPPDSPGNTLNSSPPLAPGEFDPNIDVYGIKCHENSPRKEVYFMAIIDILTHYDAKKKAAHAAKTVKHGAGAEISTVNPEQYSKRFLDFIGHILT
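PI5P4Kalpha ADP-Glo assay; 5 microM ATP final; 60 min RT reaction; HEPES pH 7.4/EGTA/CHAPS, 5% DMSO; controls lacking substrate or enzyme; luminescent end-point.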
PLK1 PBD inh – inhibitors of human PLK1 polo-box domain binding; Plk1 PBD binding of FITC phosphopeptide, fluorescence polarization; P53350; Potency, µM, for inactives: max response, negative = inhibition, hits mostly inhibitors; 2.8% of 360,000 active; note: potency is the fitted concentration of half-maximal effect; series mostly up to about 57 µM; % is set by controls: 0 for no effect and ±100 for the full control effect; nearly all actives have a fitted effect of over 65% in size
Target sequence (P53350 whole entry, looked up, the tested form may be a part): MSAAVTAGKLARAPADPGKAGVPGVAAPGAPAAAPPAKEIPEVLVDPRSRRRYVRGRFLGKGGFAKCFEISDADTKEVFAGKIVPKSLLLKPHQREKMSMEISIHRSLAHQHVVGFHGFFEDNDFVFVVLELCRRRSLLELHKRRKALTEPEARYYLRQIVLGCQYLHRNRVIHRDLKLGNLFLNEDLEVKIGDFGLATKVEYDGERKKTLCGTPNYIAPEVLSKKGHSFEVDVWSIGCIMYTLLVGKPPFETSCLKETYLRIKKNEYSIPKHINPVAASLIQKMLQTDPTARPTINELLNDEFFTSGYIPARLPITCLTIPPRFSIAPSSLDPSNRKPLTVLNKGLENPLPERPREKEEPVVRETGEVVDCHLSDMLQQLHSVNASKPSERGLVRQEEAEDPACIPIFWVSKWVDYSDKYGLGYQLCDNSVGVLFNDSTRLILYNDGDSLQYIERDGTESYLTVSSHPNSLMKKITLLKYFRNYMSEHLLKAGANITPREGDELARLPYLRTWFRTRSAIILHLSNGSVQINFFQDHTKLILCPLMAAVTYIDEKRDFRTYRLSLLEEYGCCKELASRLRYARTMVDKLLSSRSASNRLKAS
WRN helicase inh – blocks human WRN helicase | Q14191 | WRN helicase unwinding, fluorescent forked duplex, kinetic | Potency, µM (highest dose often 114 µM), without a hit: top-dose activity change, negative = inhibition, usual class: inhibitors | 0.46% of 360,000 active | AID 651768; note: potency is the fitted concentration of half-maximal effect; % is set by controls: 0 for no effect and ±100 for the full control effect; nearly all actives have a fitted effect of over 55% in size
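Fluorescence dequenching readout, ex 525 nm/em 598 nm, kinetic mode: forked duplex DNA (100 nM final) with adjacent fluorophore and quencher unwound by WRN (20 nM final) with 2 mM ATP. Compound preincubation 15 min, room temperature.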
EPAC1 antagonist – EPAC1 (human) antagonism | 0.14% of 360,000 active | Potency, µM (top dose mostly 115 µM), for inactives: at the top dose activity change, negative = inhibition, hits mostly inhibitors | EPAC1 GEF assay, Rap1b-BODIPY-GDP exchange fluorescence | O95398;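 note: potency is the fitted concentration of half-maximal effect; plate controls were vehicle for no effect and positive control for full effect; nearly all actives have a fitted effect of over 50% in size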
EPAC1 agonist – activates human EPAC1 exchange factor. Potency, µM (titrated, usually from 154 µM), without a hit: at the top dose activation, hits mostly activators. EPAC1 agonist qHTS, biochemical assay; response scale: 100% = response to 6.5 mM cAMP. 0.073% of 360,000 active. O95398. AID 720707; note: potency is the fitted concentration of half-maximal effect; nearly all actives have a fitted effect of over 60% in size
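Fluorescent GDP-exchange assay: 100 nM EPAC1 with 250 nM Rap1B preloaded with BODIPY-GDP and 50 uM GDP; compounds tested as concentration series, 5 min at room temperature, then read every 5 min for 30 min (ex 480/em 540 nm); normalized to 6.5 mM cAMP.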
Abeta yeast res – A-beta toxicity reversal in yeast | Potency, µM (titrated, usually from 46.1 µM), without a hit: at the highest dose growth rescue, usual class: activators | 0.063% of 410,000 active | yeast expressing A-beta42, growth rescue, OD600, 48 h; response scale: 0% DMSO, 100% iron-clioquinol control; note: potency is the fitted concentration of half-maximal effect; nearly all actives have a fitted effect of over 55% in size
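Growth rescue measured by 600 nm absorbance after 48 h yeast culture at 30 C with compound. Values normalized between DMSO and an equimolar ferric chloride plus clioquinol control.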
Numbers without * were called inactive; ? = inconclusive; . = no result given; & = joins results of further samples; [ ] = another dose, or the depositor's remark. Unless noted, calls come from the whole dose curve; as a rule, active = well fitted curve in the direction sought with a large enough effect; inconclusive = small, poorly fitted or top-dose-only effect, or another doubt; inactive = no such curve, though single readings can be large; an effect the other way counts as inactive or inconclusive. This is a random part of the collection, and some 4.1% of all compounds hit somewhere here.

SMILES | FUS suppressor | IL-2 act | PI5P4K alpha inh | PLK1 PBD inh | WRN helicase inh | EPAC1 antagonist | EPAC1 agonist | Abeta yeast res
CNC(=O)CSc1nnc(-c2ccccc2F)n1CCc1ccccc1 | -19% | 1.7 | 3 | -8% | -4% | -5% | 8% | 10%
COc1ccc(-c2csc(Nc3cc(C)ccn3)n2)cc1C | 36% | 2.0 | 11 | -13% | -1% | 4% | 1% | -29%
COc1cc(C(=O)NCCc2cn3ccccc3n2)cc(OC)c1OC | -7% | 1.7 | 2 | -8% | 0% | -10% | -8% | 1%
Cc1ccccc1NS(=O)(=O)c1ccc(F)cc1 | 15% | -2.6 | . | 1% | -1% | 6% | -14% | -10%
Cc1ccc(-n2c(SCC(=O)Nc3nccs3)nc3c(c2=O)SCC3)cc1 | -5% | -2.0 | -1 | -2% | 0% | -3% | -4% | 9%
Cc1ccccc1C(NC(N)=O)c1ccccc1 (stereo unspecified) | 28% | -1.4 | . | -7% | 4% | 7% | 5% | 3%
COc1ccccc1CNS(=O)(=O)c1c(C)nc2scc(C)n2c1=O | 22%&12% | 1.6 | -4 | -12% | -6%[57.1 µM] | 11% | 4% | -13%&-2%
COCCNC(=O)C1CCCN(Cc2ccc(C(C)C)cc2)CC1 (stereo unspecified) | -11% | -0.5 | 1 | 0% | -1% | -7% | -9% | 4%
CCCCNC(=O)C1CC(=O)N(CCc2ccccc2)C1 (stereo unspecified) | -17% | 0.5 | -5 | 1% | 4% | 8% | 8% | 5%
CCn1c(-c2cc3ccccc3cc2O)n[nH]c1=S | ? | -0.8 | -10 | -18% | -7% | -26% | 4% | 30%
COc1ccccc1CCNC(=O)CNC(=O)c1ccc2ccccc2c1 | 24% | -0.3 | 8 | -8% | -6% | 4% | 8% | -5%
CCc1c(C(=O)N/N=C/c2ccc(OCc3ccc(F)cc3)c(OC)c2)nnn1-c1nonc1N | 11% | -0.8 | -4 | 4% | -8% | -21% | 8% | 4%
Cc1oc(S(=O)(=O)N2CCCCC2)cc1NC(=O)Nc1ccc(F)cc1 | 7% | 2.6 | 5 | 2% | -7% | -11% | 5% | 3%
Cc1cc2cc3c(cc2nc1SCC(=O)Nc1ccccc1)CCC3 | -25% | -0.7 | . | 3% | -4% | 10% | -2% | 12%
COc1ccccc1-n1c(CNC(=O)c2ccco2)nnc1SCC(=O)Nc1ccc(F)cc1 | 15% | -0.8 | -2 | -7% | 10% | 3% | 0% | 3%
O=C(COC(=O)c1cnccn1)Nc1ccc(Cl)cc1 | 5% | -2.9 | -9 | -18% | 1% | -6% | 5% | -9%
CCOC(=O)N1CCN(S(=O)(=O)c2cccc3nonc23)CC1 | 23% | 0.9 | . | -5% | 5% | -9% | 8% | 28%
COc1cc(NC(=O)C2CCCN2C(=O)OCc2ccccc2)cc(OC)c1 (stereo unspecified) | -13% | 0.1 | 2 | -13% | -3% | -7% | 4% | -4%
CCN(CC(=O)NCc1ccccn1)S(=O)(=O)c1ccc(OC)cc1 | 26% | -0.2 | 3 | -16% | 6% | 14% | 6% | 0%
CN(C)c1cccc(C(=O)N/N=C/c2ccccc2F)c1 | 17% | -3.9 | 3 | 0% | -2% | -8% | -4% | 9%

3 compounds from above, ordered by number of heavy atoms, high to low.
SMILES | FUS suppressor | IL-2 act | PI5P4K alpha inh | PLK1 PBD inh | WRN helicase inh | EPAC1 antagonist | EPAC1 agonist | Abeta yeast res
CCOC(=O)N1CCN(S(=O)(=O)c2cccc3nonc23)CC1 | 23% | 0.9 | . | -5% | 5% | -9% | 8% | 28%
CN(C)c1cccc(C(=O)N/N=C/c2ccccc2F)c1 | 17% | -3.9 | 3 | 0% | -2% | -8% | -4% | 9%
Cc1ccccc1NS(=O)(=O)c1ccc(F)cc1 | 15% | -2.6 | . | 1% | -1% | 6% | -14% | -10%

Next records follow.
SMILES | FUS suppressor | IL-2 act | PI5P4K alpha inh | PLK1 PBD inh | WRN helicase inh | EPAC1 antagonist | EPAC1 agonist | Abeta yeast res
COc1ccc(-n2ccsc2=S)cc1 | -4% | -2.4 | . | -8% | 1% | 9% | 3% | 1%
O=c1c2ccccc2nc2n1CCS2 | 12% | -1.5 | . | -2% | 6% | 5% | 5% | -3%
O=C(Nc1nnc(-c2ccccc2F)s1)C1CCN(S(=O)(=O)c2ccc(Cl)cc2)CC1 | . | 1.3 | -5 | -4% | 4% | -25% | 12% | 0%
CCOc1ccc(NC(=O)N(CCN(C)C)C(C)c2cccnc2)cc1 (stereo unspecified) | -13% | 0.0 | -2 | -4% | -1% | -2% | 5% | 9%
CCC(C)[C@H](NC(=O)Nc1ccc2c(c1)OCCO2)C(=O)O (stereo partly specified) | -8% | 0.2 | . | -1% | 2% | 21% | -3% | 11%
COC(=O)c1cnn(-c2nc(-c3ccccc3)cs2)c1N | 8% | -5.5 | 4 | -3% | -4% | -7% | 9% | -5%
CC(C)=CCN1CCN(Cc2ccc(Oc3ncccn3)cc2)CC1CCO (stereo unspecified) | -2% | 1.8 | 3 | -6% | -3% | 0% | 4% | -23%
COc1ccccc1NS(=O)(=O)c1ccc2[nH]c(=O)[nH]c2c1 | 17% | 1.6 | -7 | -8% | -28% | 6% | 1% | -14%
CCC1CCCCN1C(=O)c1c[nH]c2ccc(S(=O)(=O)N(C)c3ccc(Cl)cc3)cc2c1=O (stereo unspecified) | ? | 2.6 | . | -1% | 37%[activator] | 8% | -3% | 12%
CC[C@@H](C)[C@@H]1CN([C@@H](C)CN2CCC[C@H]2CN2C(N)=NC[C@H]2CC(C)C)C(=N)N1CCCC1CCCC1 | 4% | 0.0 | -9 | -6% | -6% | 2% | -15% | -9%
COc1ccc(OC)c(CN2CCC(N3CCC(C(=O)NC4CC4)CC3)CC2)c1 | 19% | 0.7 | 2 | 2% | 3% | -1% | -10% | -7%
O=C(NCCSc1ccccc1)c1ccc(CN2CCOCC2)cc1 | -4% | 0.1 | -4 | 1% | 0% | 1% | -8% | 10%
CCCn1nnc(NC(=O)/C=C/c2cc(Br)ccc2OC)n1 | 15% | -0.2 | -5 | 1% | -1% | -10% | 4% | 10%
CC(/C=N\NC(=O)c1cccnc1)c1ccccc1 (stereo unspecified) | -6% | -0.8 | . | 3% | -9% | -2% | -5% | 17%
CN1C(=O)C(CCC(=O)O)NC1=S (stereo unspecified) | -16% | 1.0 | -3 | -13% | -4% | -10% | 12% | .
Cc1ccc(OCC(=O)OCC(=O)c2c(N)n(C)c(=O)n(C)c2=O)cc1C | 15% | 1.3 | -3 | -1% | 12% | 11% | 0% | 1%
COC(=O)C1=CNC=C(C(=O)OC)C1c1ccc(C(=O)OC)cc1 | 11% | -0.1 | -3 | -1% | -3% | 3% | 9% | 21%
COc1nccnc1NS(=O)(=O)c1ccc(NC(=S)NC(=O)c2ccccc2)cc1 | . | -0.4 | -2 | -7% | -31% | 5% | -7% | -8%
CCC(NC(=O)CCc1ccccc1)c1ccccc1 (stereo unspecified) | 2% | 1.0 | 1 | -4% | -5% | -2% | -4% | 9%
CCCn1c(SCC(=O)N(C)CC(=O)Nc2ccc(C)cc2)n[nH]c1=O | -31% | -0.1 | 5 | 3% | 4% | 24% | 1% | 14%
COC(=O)CSc1nnc(CNC(=O)c2cccs2)n1-c1cc(OC)ccc1OC | 22% | -2.4 | . | -11% | -7% | 11% | 7% | -37%
COc1ccccc1NC(=O)NC1CC(=O)N(c2ccc3c(c2)OCCO3)C1 (stereo unspecified) | 21% | 0.0 | -2 | -10% | 3% | -5% | -3% | 15%
Cc1ccc(NC(=O)CSc2nnc(-c3ccccc3Br)o2)cc1C | -5% | -3.4 | 0 | -16% | -35%[57.1 µM] | -18% | -14% | ?
Cc1c(C(=O)O)sc2ncnc(N3CCCCC3C)c12 (stereo unspecified) | -1% | -2.2 | . | -8% | 3% | -11% | 3% | 12%
Cc1ccc2cc(CCNC(=O)c3cc4ccccc4o3)c(=O)[nH]c2c1C | -24% | -2.0 | -5 | -1% | -1% | -5% | -8% | 3%
CC1CCCN(Cc2cccc(Oc3ccccc3)c2)C1 (stereo unspecified) | -20% | -1.2 | . | 0% | -11% | 1% | 4% | 3%
CC(NC(=O)COC(=O)c1ccc2c(=O)n3c(nc2c1)CCCCC3)c1ccccc1 (stereo unspecified) | 13% | 0.4 | -1 | -9% | 1% | 7% | 2% | ?
CCN(C(=O)c1cc(S(=O)(=O)N2CCOCC2)cn1C)c1cccc(C)c1 | -9% | -1.5 | -2 | -1% | -5% | -7% | -6% | -20%
Cc1ccc(-c2nn(-c3ccccc3)cc2/C=N/n2c(-c3ccncc3)n[nH]c2=S)cc1 | 10% | -1.9 | -9 | -6% | -12% | 19% | 8% | -5%
CSc1ccc(NC(=O)Nc2ccccc2C(N)=O)cc1 | -17% | -0.6 | -28 | -13% | -3% | ? | 5% | -18%
C=C1c2ccc(C)cc2NC(=O)N1c1ccccc1 | . | -0.1 | 0 | -3% | -18% | 9% | -1% | -10%
O=C(Nc1nccs1)c1ccc(S(=O)(=O)NCC2CCCCC2)cc1 | 15% | -3.7 | . | -6% | -9% | 2% | -1% | 13%
O=S(=O)(NCc1cn2ccccc2n1)c1ccccc1F | -1% | -0.6 | -1 | -8% | 5% | 5% | 6% | 3%
CCOC(=O)N1CCC(NC(=O)C2CCN(C(=O)c3cc4oc(C)cc4n3Cc3c(F)cccc3Cl)CC2)CC1 | ? | -1.9 | 0 | -10% | -6% | -9% | 0% | 4%
COc1ccc([N+](=O)[O-])cc1NC1CCN(C(=O)c2cccs2)CC1 | 8% | -1.8 | 6 | -16% | 7% | -28% | 1% | 31%
CCNC(=O)C(CC(C)C)NC(=O)C(CO)NC(=O)C1CCC(=O)N1 (stereo unspecified) | -2% | 0.7 | 0 | -3% | 4% | -17% | 6% | 12%
COc1ccccc1CNC(=O)C1CCN(S(=O)(=O)c2cccc([N+](=O)[O-])c2)CC1 | 28% | -0.3 | 2 | 10% | -4% | 2% | 4% | 9%
CC(C)c1ccc(C(N)=S)cc1 | -31% | 1.0 | 1 | -8% | -13% | -17% | -1% | 17%
COc1cc(S(=O)(=O)N(Cc2ccc(C)cc2)Cc2ccco2)ccc1-n1cnnn1 | 21% | 0.2 | . | -1% | -10% | 1% | 11% | 8%
COc1ccc2c(c1OC)C(=O)N1c3ccccc3COC21 (stereo unspecified) | 17% | -0.2 | 10 | -1% | -5% | -26% | 15% | -35%[inhibitor]
Clc1ccc2c(c1)c1cc(Cl)ccc1n2CN1CCOCC1 | -40% | 0.5 | 26 | 3% | -12% | -13% | 20% | -23%
